Source: PubChem BioAssay
MEKK2mut PB1 HTS = MEK5 binding signal on mutant MEKK2 PB1, primary screen, biochemical, multiplex bead flow cytometry, Alexa488-MEK5 | Alexa488-MEK5 binding to MEKK2 mutant | percent response, % at 10 µM | actives 0.35% (n = 290,000); in the data active = percent response above about 24%, passing the limit was not always enough; note: inactives centre near 1; some results filed as inactive read as strong as hits; reference of the scale not given here
GPR7 antag = GPR7 receptor antagonists, primary screen, cell-based, fluorescence, single concentration; actives 1.1% (n = 290,000); AID 1861, 2009; inhibition, % at 4.4 µM; GPR7-expressing cells, fluorescence antagonist assay; Neuropeptides B/W receptor type 1 (Homo sapiens), P48145; in the data active = inhibition above about 16%, passing the limit was not always enough;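 note: cells stimulated with the agonist NPW; 0% = agonist with vehicle and 100% = vehicle without agonist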
Target sequence (P48145 whole entry, looked up): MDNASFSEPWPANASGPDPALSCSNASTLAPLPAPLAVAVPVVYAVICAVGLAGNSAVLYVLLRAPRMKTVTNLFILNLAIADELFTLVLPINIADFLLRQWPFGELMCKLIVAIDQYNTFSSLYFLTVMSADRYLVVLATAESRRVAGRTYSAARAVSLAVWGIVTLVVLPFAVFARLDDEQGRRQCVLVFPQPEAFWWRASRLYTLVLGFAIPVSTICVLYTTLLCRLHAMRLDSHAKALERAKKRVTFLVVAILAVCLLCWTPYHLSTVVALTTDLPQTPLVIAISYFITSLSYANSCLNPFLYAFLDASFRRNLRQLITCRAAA
OXTR ag = human OXTR agonists, primary screen, fluorescence, CHO-OTR cells, Fluo-8 calcium; Oxytocin receptor (Homo sapiens), P30559; actives 0.32% (n = 320,000); Fluo-8 calcium fluorescence; normalized: DMSO 0%, oxytocin 100%; AID 2435, 2010; activation, % at 3 µM;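 active = activation above the mean of all tested compounds plus 3 SD, cutoff set per screening run, cut at about 20% in these data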;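 note: peak over basal fluorescence ratio from a 100 s FLIPR kinetic read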
Target sequence (P30559 whole entry, looked up): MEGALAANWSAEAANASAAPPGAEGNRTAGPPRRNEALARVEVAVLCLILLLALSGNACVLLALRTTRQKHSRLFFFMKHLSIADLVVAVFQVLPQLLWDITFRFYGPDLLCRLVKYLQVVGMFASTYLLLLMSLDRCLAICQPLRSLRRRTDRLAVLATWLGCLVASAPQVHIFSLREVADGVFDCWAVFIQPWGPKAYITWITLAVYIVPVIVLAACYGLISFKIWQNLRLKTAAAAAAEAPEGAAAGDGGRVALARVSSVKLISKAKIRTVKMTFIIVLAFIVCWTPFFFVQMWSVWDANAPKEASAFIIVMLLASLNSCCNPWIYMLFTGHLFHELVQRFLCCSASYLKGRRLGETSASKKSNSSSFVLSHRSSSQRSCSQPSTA
MEKK2wt PB1 HTS = modulators of MEK5 binding to wildtype MEKK2, primary screen, biochemical, multiplex bead flow cytometry, Alexa488-MEK5; binding response (% of control), % at 10 µM; AID 1531, 2009; Mitogen-activated protein kinase kinase kinase 2 (Homo sapiens), Q9Y2U5; Alexa488-MEK5 binding to MEKK2 WT; actives lie on both sides; actives 1.1% (n = 290,000); in the data active = binding response below about 67% or above about 130%
PHOSPHO1 inh = PubChem AID 1565 | Phosphoethanolamine/phosphocholine phosphatase (Homo sapiens), Q8TCT1 | recombinant PHOSPHO1, absorbance phosphatase assay | inhibition, % at 13.3 µM | actives 1.1% (n = 290,000); in the data active = inhibition above about 60%
Target sequence (Q8TCT1 whole entry, looked up): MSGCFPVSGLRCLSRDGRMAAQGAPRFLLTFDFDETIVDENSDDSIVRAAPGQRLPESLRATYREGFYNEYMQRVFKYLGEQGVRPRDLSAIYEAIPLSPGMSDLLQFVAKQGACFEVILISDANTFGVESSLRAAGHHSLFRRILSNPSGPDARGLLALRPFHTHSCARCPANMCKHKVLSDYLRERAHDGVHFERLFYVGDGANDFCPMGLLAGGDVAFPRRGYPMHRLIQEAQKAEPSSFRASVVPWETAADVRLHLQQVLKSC
PfM18AAP inh = PfM18AAP inhibitors, malaria aminopeptidase, primary screen, biochemical, QFRET, recombinant enzyme; H-Glu-NHMec fluorogenic cleavage; AID 1822, 2009; inhibition, % at 7.35 µM; M18 aspartyl aminopeptidase (Plasmodium falciparum 3D7); actives 1.2% (n = 290,000);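 active = inhibition above the campaign mean inhibition over all tested compounds plus 3 SD, cut at about 28% in these data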;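 note: 0% = plate median of test compound wells and 100% = 2 mM ZnCl2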
MEKK3 PB1 HTS = modulators of MEKK3-MEK5 PB1 binding, primary screen, biochemical, wildtype MEKK3, multiplex bead flow cytometry, Alexa488-MEK5; binding response (% of control), % at 10 µM; actives 1.4% (n = 290,000); AID 1529, 2009; Mitogen-activated protein kinase kinase kinase 3 (Homo sapiens), Q99759; bead-based flow cytometry, Alexa488-MEK5 binding to MEKK3; actives lie on both sides; 0 = blocked by unlabeled MEK5, 100 = vehicle;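 active = binding response more than 3 SD above or below the average of its plate-row segment, actives on both sides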;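 note: Alexa488 bead fluorescence after subtracting the streptavidin-only scavenger bead signal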
NALP1 inh = NALP1 inflammasome inhibitors in reconstituted yeast, colorimetric, S. cerevisiae, triplicate retest; AID 2071, 2009; S. cerevisiae NALP1/ASC/caspase-1 growth, X-gal OD620, 72 h; actives 0.61% (n = 280,000); inhibition, % at 10 µM; in the data active = inhibition mostly above about 24%, no sharp cut-off; inactive = mostly below about 32%; note: some compounds called inactive have numbers as strong as hits
FID counter = compounds displacing fluorescent DNA intercalator, primary screen, artefact control for HCV NS3 helicase inhibitor project, biochemical, FID fluorescence. actives 0.17% (n = 290,000). inhibition, % at 7.9 µM. AID 1845, 2009. DNA fluorescent intercalator displacement; in the data active = inhibition above about 37%;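 note: 0% = vehicle and 100% = reference compound; higher means more ethidium bromide displaced from hairpin DNA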
* = called active by the depositor; nt = not tested or not shown. Random draw from the library; 6.2% or so of the library scored in one or more.

molecule,MEKK2mut PB1 HTS,GPR7 antag,OXTR ag,MEKK2wt PB1 HTS,PHOSPHO1 inh,PfM18AAP inh,MEKK3 PB1 HTS,NALP1 inh,FID counter
CCCCCn1c(=NC(C)=O)c(C#N)cc2c(=O)n3ccccc3nc21,nt,-10.9,-0.8,nt,45.5,-2.7,nt,-5.9,3.1
Cc1cc(NC(=O)c2coc(=O)c(Br)c2)ccc1C(C)C,-12.0,-10.2,-0.1,69.0,7.9,1.1,92.0,-1.6,5.2
C=CCn1c(-c2ccccc2)nc(=S)c2c1CC(C)(C)OC2,-1.0,11.1,0.0,101.0,-1.6,-7.1,102.0,2.3,-2.1
O=C(N/N=C1/C(=O)c2cccc3cccc1c23)c1ccc(Cl)cc1,6.0,-14.4,4.0,108.0,28.0,5.0,109.0,1.6,2.5
CCC(C)[C@H](NC(=O)Nc1ccc(S(N)(=O)=O)cc1)C(=O)OC (some centres not stated),4.0,-11.4,0.0,97.0,21.9,-8.6,100.0,nt,-1.3
CC1CCN(CC(=O)NCc2ccco2)CC1,-12.0,7.0,0.6,87.0,-72.7,-7.2,99.0,-3.6,-2.8
CC(=O)c1ccc(NC(=O)CSc2nnc(C3CC3)n2C)cc1,9.0,-6.7,-0.4,108.0,23.9,-0.6,105.0,1.9,-7.0
CC(=O)c1ccc(S(=O)(=O)N2CCC(NC(=O)Nc3cccc(F)c3)CC2)cc1,8.0,-1.8,1.1,104.0,13.5,-9.1,102.0,4.0,-0.7
COCCn1c(Cc2ccccc2)nnc1SCC(=O)N1CCOCC1,5.0,-6.1,-0.1,105.0,-19.6,-7.2,103.0,-3.0,-2.5
Cc1cccc2nc(COc3ccc4ccccc4c3Br)cn12,-21.0,-19.2,0.2,84.0,23.6,2.5,88.0,nt,-10.4
O=C(Nc1ccccc1N1CCOCC1)c1cc(-c2ccncc2)nc2ccccc12,-11.0,-6.0,-1.3,88.0,-14.8,6.8,97.0,16.0,-25.3
COc1ccc(-c2cc(=O)[nH]c(N3CCN(Cc4ccccc4)CC3)n2)cc1,0.0,11.0,1.8,99.0,8.5,0.9,96.0,-2.1,-18.7
COc1ccc(S(=O)(=O)n2cnc3cc(C)c(C)cc32)cc1C,1.0,-6.6,5.6,100.0,23.5,-6.7,102.0,12.6,-24.5
O=C(CCC(=O)NCCO)NCCO,-9.0,-6.6,1.0,98.0,-15.2,2.0,112.0,-23.7,-0.9
Cc1cc(NC(=O)CCCC(=O)NCc2ccccc2)no1,-11.0,-6.4,0.0,90.0,14.6,-4.4,88.0,6.6,-2.5
Cc1cc(C)n(-c2nnc(NCc3ccc(Cl)cc3)nn2)n1,-7.0,-10.8,3.7,80.0,12.4,6.9,98.0,-9.7,-1.8
O=C(CSc1nnc(-c2cccs2)o1)NCC1CN(Cc2ccccc2)CCO1 (configuration not stated),-8.0,-0.1,-0.6,97.0,-27.1,0.2,95.0,1.7,-5.1
CC1=C(CCN2CCN(C(C)C)C(CCO)C2)C(C)(C)CCC1 (configuration not stated),10.0,-0.3,-0.4,104.0,26.9,-0.8,99.0,8.7,7.0
CCNC(=O)C(=O)NCCc1ccc(Cl)cc1,0.0,-2.9,0.9,101.0,51.3,-1.7,97.0,6.0,-7.0
CC(=O)c1cccc(NC(=O)N2C3CCCC2CC(NC(=O)C2CC2)C3)c1 (configuration not stated),6.0,-2.5,1.1,102.0,22.4,3.7,100.0,6.2,-11.5
O=C(COc1ccc(Cl)cc1Cl)Nc1ccc(CN2CCOCC2)cc1,4.0,1.1,11.5,106.0,23.9,-4.9,100.0,15.2,4.0
CCNC(=O)COc1ccc(Br)cc1Cl,-4.0,2.4,-1.0,96.0,20.8,-3.1,93.0,4.9,4.0
O=C(NNC(=O)c1c(F)cccc1F)c1sccc1-n1cccc1,-3.0,-21.6,-0.1,96.0,15.0,5.6,96.0,15.4,3.4
Cc1cccc(CN2CCc3c([nH]c4ccccc34)C2CC(C)C)n1 (configuration not stated),12.0,-10.9,-1.4,115.0,31.1,1.7,111.0,9.7,-6.0
CCCCn1c(N)c(N(CCOC)C(=O)CN2c3ccccc3CC2C)c(=O)[nH]c1=O (configuration not stated),-1.0,-4.2,0.7,95.0,47.6,-1.7,107.0,-9.9,-18.3
O=C(CSc1nnc(-c2ccc(OC(F)F)cc2)o1)NCc1cccs1,7.0,-6.2,0.2,105.0,17.5,-1.2,103.0,18.9,-7.7
O=C(CCC(=O)N1CCCC(Nc2ccccc2)C1)c1ccc(F)cc1 (configuration not stated),4.0,-9.8,-1.1,101.0,19.9,-2.2,102.0,14.8,-17.4
O=C(CCn1c(=S)[nH]c2cc3c(cc2c1=O)OCO3)NCc1cccc(Cl)c1,-2.0,-2.7,-0.6,94.0,-77.6,3.4,93.0,16.9,-5.8
COc1ccc(N2CCN(C(=O)CN=C3NS(=O)(=O)C(c4ccc(C)cc4)=C3C)CC2)cc1,0.0,-14.3,1.8,99.0,13.1,2.6,101.0,nt,-10.4
O=C(OCCCN1CCOCC1)c1ccc(O)c(O)c1,-2.0,-15.6,1.6,101.0,-0.8,43.6*,100.0,1.0,-1.4
Fc1ccccc1C1c2cccn2CCN1C(=S)Nc1ccc(Br)cc1 (configuration not stated),2.0,-1.3,2.1,101.0,-14.5,7.0,99.0,23.0,1.0
COc1ccc(OC)c(S(=O)(=O)NCCO)c1,4.0,-6.8,0.9,107.0,7.0,2.1,103.0,11.0,8.4
Oc1c(C=Nc2ccccc2)sc(=S)n1Cc1ccccc1,-3.0,0.7,-1.0,86.0,49.8,-4.7,100.0,-9.1,0.8
N#Cc1c(-c2cccnc2)cc(-c2ccccc2)nc1N,21.0,-22.6,-2.3,111.0,11.6,-12.8,129.0*,23.5,-12.2
CCN(CC)S(=O)(=O)c1ccc(NC(=O)COC(=O)c2c[nH]c(=O)[nH]c2=O)cc1,4.0,-1.2,0.3,100.0,14.9,0.9,97.0,nt,-1.3
NC(=O)c1ccsc1NC(=O)CSc1nnc(Nc2ccccc2)s1,7.0,-11.4,3.2,102.0,50.7,-2.1,107.0,-27.5,-6.3
O=C(COC(=O)C1CCN(S(=O)(=O)c2cccs2)CC1)c1ccccc1,0.0,-11.8,-0.4,98.0,15.0,4.9,104.0,-19.0,-7.7
CN(Cc1ccccc1)C(=O)COC(=O)COc1ccc(C#N)cc1,-2.0,-8.0,2.6,89.0,9.8,4.8,93.0,-56.2,-26.1
CC(=O)N(Cc1ccccc1)c1ccccc1C(=O)O,12.0,-7.6,1.5,99.0,-12.5,-15.6,106.0,19.6,-3.8
CC1CCCC(C)N1CCNC(=O)Nc1ccc(Cl)cc1 (configuration not stated),0.0,1.6,4.9,108.0,-8.6,-1.1,100.0,9.0,-9.8
CC(C)(C)c1ccc(C(=O)NCC(=O)N/N=C/c2ccccc2OCC(=O)O)cc1,-4.0,5.0,-0.9,96.0,38.9,17.0,92.0,0.3,-28.6
C/C(CC(=O)Nc1ccc2c(c1)OCCO2)=N\NC(=O)c1ccccc1F,-2.0,1.3,-0.6,94.0,6.2,-1.0,98.0,6.6,-20.5
Cc1ccc(CNC(=O)c2cc3c(=O)n(C)c4ccccc4c3n2C)cc1,5.0,-9.2,-1.2,110.0,-30.5,-13.9,106.0,-1.2,-0.6
Cc1ccc(S(=O)(=O)N2CCN(c3ccc4nnc(-c5ccccc5)n4n3)CC2)cc1,-6.0,-0.3,nt,101.0,0.7,3.4,103.0,-6.2,-3.8
O=C(NNC(=O)c1cccs1)c1cccc(F)c1,-1.0,-6.9,0.6,105.0,28.0,0.4,104.0,7.4,-3.1
O=S(=O)(NCC1CCCO1)c1cc(Br)c(Br)s1 (configuration not stated),8.0,-1.0,-0.7,103.0,24.4,2.8,101.0,15.3,-4.2
COCCN(C(=O)c1ccccc1F)c1nc(-c2ccc(OC)cc2)cs1,-3.0,-0.9,nt,96.0,3.8,10.3,105.0,20.5,-25.3
COc1cc(=O)[nH]c(SC(C)C(=O)Nc2cccc3ccccc23)n1 (configuration not stated),3.0,-1.6,2.2,101.0,8.0,-3.0,103.0,-42.0,-10.0
COC(=O)c1sccc1N/N=C/c1cccc(OC)c1O,-1.0,-6.1,-1.1,111.0,13.2,4.8,111.0,7.6,-0.9
O=[N+]([O-])c1cc(/C=N\Nc2nccs2)ccc1O,nt,-11.8,nt,nt,49.5,21.7,nt,7.0,-11.7

Reprinted from the part before: 2 compounds; new compounds follow.
molecule,MEKK2mut PB1 HTS,GPR7 antag,OXTR ag,MEKK2wt PB1 HTS,PHOSPHO1 inh,PfM18AAP inh,MEKK3 PB1 HTS,NALP1 inh,FID counter
COC(=O)c1sccc1N/N=C/c1cccc(OC)c1O,-1.0,-6.1,-1.1,111.0,13.2,4.8,111.0,7.6,-0.9
O=[N+]([O-])c1cc(/C=N\Nc2nccs2)ccc1O,nt,-11.8,nt,nt,49.5,21.7,nt,7.0,-11.7
O=C(COc1ccccc1)N(Cc1cccs1)C1CCS(=O)(=O)C1 (configuration not stated),-4.0,12.4,-1.1,85.0,26.8,-18.8,91.0,nt,-9.1
CCC1(C)Cc2ccccc2C(Nc2c(C)n(C)n(-c3ccccc3)c2=O)=N1 (configuration not stated),-2.0,2.7,-0.8,96.0,11.3,-4.8,95.0,13.9,5.5
O=C(CSc1nc2[nH]ncc2c(=O)[nH]1)c1ccccc1,1.0,-3.8,0.2,105.0,34.2,47.8*,104.0,-17.0,0.5
O=C(O)C1C2C=CC(C2)C1C(=O)Nc1ccc(C(=O)N2CCCCC2)c(Cl)c1 (configuration not stated),7.0,-3.7,1.8,107.0,7.3,0.3,102.0,2.1,-6.1
CC1(C)Cc2cccc(OCC(O)CNCc3ccccn3)c2O1 (configuration not stated),-9.0,0.2,2.9,93.0,25.8,-7.1,89.0,2.9,7.9
CCOc1ccccc1NC(=O)CCn1c(=O)oc2ccccc21,8.0,1.2,-0.9,107.0,35.8,2.6,106.0,0.3,-5.0
CCN(CC)S(=O)(=O)c1ccc(N2CCOCC2)c(NS(=O)(=O)c2ccc(C)c(C)c2)c1,13.0,-5.2,-2.7,98.0,16.7,2.1,99.0,4.7,-24.9
CC12C(=O)N(c3cccc4cccnc34)C(=O)C1C1C=CC2C1 (configuration not stated),2.0,-4.0,-0.2,99.0,2.7,2.7,96.0,9.3,-7.6
Cc1ccnc(SCc2cc(=O)c(OC(=O)c3ccc(S(=O)(=O)N4CCCC4)cc3)co2)n1,1.0,-4.4,2.5,101.0,-4.0,3.7,99.0,22.7,-0.8
Cc1[nH]c2ccccc2c1CCN(Cc1cccs1)C(=S)Nc1ccccc1,-10.0,-0.3,1.4,82.0,29.9,-9.1,78.0,7.3,0.6
CCC(=O)OCC(=O)Nc1ccc([N+](=O)[O-])cc1OC,-2.0,8.2,-1.1,99.0,15.3,0.7,100.0,1.8,0.1
